Assay outcomes (PubChem BioAssay)
MRP resist rev: reverses drug resistance mediated by MRP; AID 602; 0.04% of 85,000 active; differential viability (reversal), % at 10 µM; H69AR cells + 2 uM doxorubicin, CellTiter-Glo, 72 h;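 active = viability drop by adding the cancer drug above about 55%, with treated viability meeting a 40% cutoff, limit read from the data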;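 note: viability without doxorubicin minus viability with 2 µM doxorubicin for each compound; larger differential means the compound sensitizes cells more to doxorubicin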
MRP resist rev cytotoxicity: second read-out of MRP resist rev, no call of its own (marks repeat the call); viability, %; H69AR cells, CellTiter-Glo, 72 h; measured here: cytotoxicity without doxorubicin
MRP resist rev with doxorubicin: further read-out of MRP resist rev, marked with its call; viability, %; measured here: viability with 2 uM doxorubicin; active compounds read low
* marks the source's active call; other numbers are inactive results. Only part of the results is shown; the hit share may differ from the screen's.

smiles	MRP resist rev cytotoxicity	MRP resist rev with doxorubicin	MRP resist rev
CCC(COC(=O)c1cc(OC)c(OC)c(OC)c1)(c1ccccc1)N(C)C (stereo unspecified)	83	83	0
CCOC(=O)c1cc2c(cn1)[nH]c1ccccc12	75	81	-6
CC(N)Cc1c[nH]c2ccc(Cl)cc12 (stereo unspecified)	93	69	24
c1ccc2c(c1)[nH]c1cnccc12	89	91	-3
COC(=O)COc1cc(C)cc2oc(=O)c3c(c12)CCCC3	81	68	12
S=C1NCCN1	93	86	6
O=C(O)CCCc1ccc(N(CCCl)CCCl)cc1	51	84	-33
CC(=O)Nc1cc([As](=O)(O)O)ccc1O	88	91	-3

4 entries from above, with values under each structure.
The line under a structure holds: MRP resist rev cytotoxicity	MRP resist rev with doxorubicin	MRP resist rev
CCOC(=O)c1cc2c(cn1)[nH]c1ccccc12
 : 75	81	-6
CC(N)Cc1c[nH]c2ccc(Cl)cc12 (stereo unspecified)
 : 93	69	24
c1ccc2c(c1)[nH]c1cnccc12
 : 89	91	-3
COC(=O)COc1cc(C)cc2oc(=O)c3c(c12)CCCC3
 : 81	68	12
